ERAP1 HTS inh = ERAP1 (human) enzyme inhibition. Q9NZ08. recombinant ERAP1, Leu-AMC fluorescence, 60 min. inhibition, % at 10.7 µM. actives 0.15% (n = 340,000);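 active = mean replicate inhibition of at least 30%, or all replicates individually reaching that 30% level; inactive = mean below 30% and not every replicate reaching it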;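 note: 0% = neutral control wells and 100% = L-leucinethiol positive control wells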
DENV2 CPE = inhibitors of DENV2 cytopathic effect. DENV2-infected cells, cytopathic effect rescue, plate reader. CPE inhibition, % at 9.99 µM. actives 1.7% (n = 350,000); in the data active = CPE inhibition above about 20%, passing the limit was not always enough; inconclusive = no clear call, values can overlap the other calls; tested in BHK-21 cells;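 note: 0% = median of neutral control wells and 100% = median of positive control wells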
CASP6 VEID inh = blocks human caspase-6 cleavage activity | P55212 | purified caspase-6, Z-VEID-R110 cleavage fluorescence | inhibition, % at 12.5 µM | actives 0.53% (n = 350,000);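 active = mean inhibition across replicates at least about 35%, with every replicate also reaching that limit, limit read from the data; inconclusive = only one of the two criteria met; inactive = neither criterion met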;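 note: 0% = median of neutral control wells and 100% = no fluorescence left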
Target sequence (P55212 24-179 limits assumed): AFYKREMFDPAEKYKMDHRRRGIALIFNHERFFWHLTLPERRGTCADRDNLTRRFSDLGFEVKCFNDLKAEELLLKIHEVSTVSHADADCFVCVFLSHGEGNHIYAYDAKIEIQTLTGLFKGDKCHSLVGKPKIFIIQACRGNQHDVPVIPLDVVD
Target sequence (P55212 194-293 limits assumed): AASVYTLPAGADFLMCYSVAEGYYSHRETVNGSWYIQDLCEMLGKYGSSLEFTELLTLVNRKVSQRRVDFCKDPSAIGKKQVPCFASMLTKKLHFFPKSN
ERp5 block = inhibitors of human ERp5; Q15084; ERp5 insulin aggregation, absorbance 650 nm, 90 min; inhibition, % at 9.99 µM; actives 0.05% (n = 350,000); AID 651711;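 active = mean replicate inhibition above about 25%, with every replicate also reaching it, limit read from the data, passing the limit was not always enough; inconclusive = only one of those two criteria met; inactive = neither criterion met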
Target sequence (Q15084 whole entry, looked up): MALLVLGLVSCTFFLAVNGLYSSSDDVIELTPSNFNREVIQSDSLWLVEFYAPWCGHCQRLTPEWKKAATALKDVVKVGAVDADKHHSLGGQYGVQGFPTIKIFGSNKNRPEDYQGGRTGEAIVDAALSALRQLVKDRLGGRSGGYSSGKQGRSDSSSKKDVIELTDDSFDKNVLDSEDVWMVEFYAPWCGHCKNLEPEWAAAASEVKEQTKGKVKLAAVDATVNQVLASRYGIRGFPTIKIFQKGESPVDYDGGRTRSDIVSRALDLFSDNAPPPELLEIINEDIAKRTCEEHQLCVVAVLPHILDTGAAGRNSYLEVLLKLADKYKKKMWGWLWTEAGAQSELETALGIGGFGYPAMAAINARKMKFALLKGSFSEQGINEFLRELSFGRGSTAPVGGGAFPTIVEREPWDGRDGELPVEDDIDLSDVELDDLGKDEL
CFTR F508del cor = CFTR F508del correction in bronchial cells; CFBE cells, YFP halide quenching; stimulated with forskolin plus potentiator P3; % fluorescence drop versus neutral controls; activity (quench increase), % at 7.58 µM; actives 0.36% (n = 350,000); AID 720511;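 active = mean added fluorescence quench of at least 8% versus neutral control, with both replicates also reaching 8%; inconclusive = only one of the mean or replicate conditions met; inactive = mean below 8% and not both replicates reaching 8%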;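 note: cells transiently co-express mutant CFTR-F508del with the halide-sensitive YFP; corrector assay measuring rescue of mutant channel to the surface after 24 h compound exposure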
SIRT5 inh = blocks human SIRT5 desuccinylation of peptide; Q9NXA8; Purified SirT5, succinyl-peptide AMC, trypsin-coupled fluorescence; inhibition, % at 15 µM; actives 1.1% (n = 330,000); in the data active = inhibition above about 15%; inconclusive = no clear call, values can overlap the other calls
Target sequence (Q9NXA8 whole entry, looked up): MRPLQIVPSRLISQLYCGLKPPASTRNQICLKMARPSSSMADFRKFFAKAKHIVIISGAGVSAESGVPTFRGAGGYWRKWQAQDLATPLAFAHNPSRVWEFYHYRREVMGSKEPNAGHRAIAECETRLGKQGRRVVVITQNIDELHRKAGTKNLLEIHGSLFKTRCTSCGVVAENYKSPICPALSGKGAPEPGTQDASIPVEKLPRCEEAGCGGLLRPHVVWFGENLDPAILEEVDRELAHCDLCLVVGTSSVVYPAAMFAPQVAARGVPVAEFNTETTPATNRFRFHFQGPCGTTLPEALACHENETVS
miR122 inh = inhibitors of miR-122 in Huh7 cells; Huh7 miR-122 Renilla luciferase sensor, 48 h; neutral wells = 0, positive control = 100; activation (reporter increase), % at 12.5 µM; actives 0.3% (n = 340,000); AID 602342;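 active = mean replicate activation score at least 90 and every replicate individually at or above 90; inconclusive = only one of the two criteria met; inactive = neither criterion met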;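 note: higher luciferase means less miR-122 activity so hits act as miR-122 inhibitors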
Active calls of the source: *; [ ] = another dose, or the depositor's remark.

`Cc1nc(CC(=O)NNS(=O)(=O)c2cccc(Cl)c2Cl)cs1` gave ERAP1 HTS inh -2.5, DENV2 CPE 1.7, CASP6 VEID inh 0.8, ERp5 block 0.3, CFTR F508del cor 2.9, SIRT5 inh -1.2 and miR122 inh -11.6.
For CCOc1ccc(N(CC(=O)NCC2CCCO2)C(=O)CCC(=O)Nc2nccs2)cc1 (stereo not drawn) the results were ERAP1 HTS inh -4.1, DENV2 CPE 2.0, CASP6 VEID inh -0.3, ERp5 block 8.5, CFTR F508del cor 2.0, SIRT5 inh 16.7* and miR122 inh 22.3.
For C=CCOC(=O)C1=C[C@H](C2CCCCC2)C[C@H](OCc2ccc(CO)cc2)O1 the results were ERAP1 HTS inh 0.4, DENV2 CPE -13.2, CASP6 VEID inh 1.1, ERp5 block 5.7, CFTR F508del cor 3.8, SIRT5 inh -4.5 and miR122 inh 76.5.
Cc1noc(C)c1NC(=O)N(C)C[C@H]1Oc2ccc(NC(=O)Nc3ccc4c(c3)OCO4)cc2CC(=O)N([C@H](C)CO)C[C@@H]1C was read as ERAP1 HTS inh -2.1, DENV2 CPE -2.8, CASP6 VEID inh 0.1, ERp5 block -1.5, CFTR F508del cor 0.7, SIRT5 inh 3.6 and miR122 inh -4.1[16.7 µM].
Cc1ccc(CN2C(=O)c3ccccc3C2c2nnnn2-c2c(C)cccc2C)cc1 (stereo not drawn) was read as DENV2 CPE 3.2, CASP6 VEID inh -2.4, ERp5 block -2.4, CFTR F508del cor -2.3 and SIRT5 inh 0.4.
Screening COC(=O)CC1=C(C(=O)OC)C(c2ccc3c(c2)OCO3)C(C#N)=C(N)O1 (stereo not drawn) returned ERAP1 HTS inh -1.7, DENV2 CPE 4.8, CASP6 VEID inh -1.4, ERp5 block 0.2, CFTR F508del cor -0.8, SIRT5 inh -1.2 and miR122 inh -0.5.
Screening COc1ccc(NC(=O)CO/N=C2\CCCc3nonc32)cc1 returned ERAP1 HTS inh 0.9, DENV2 CPE 0.9, CASP6 VEID inh -2.7, ERp5 block -6.2 and SIRT5 inh -0.9.
For C=C1CCN(C(C)C(=O)OC)S(=O)(=O)c2ccccc21 (stereo not drawn) the results were ERAP1 HTS inh 0.9, DENV2 CPE -5.0, CASP6 VEID inh 1.8, ERp5 block 3.0, CFTR F508del cor -0.6 and miR122 inh -13.0.
`CSc1nccc(Oc2ccccc2Cl)n1` gave ERAP1 HTS inh 3.5, DENV2 CPE -0.5, CASP6 VEID inh -0.5, ERp5 block -4.6, CFTR F508del cor -1.9, SIRT5 inh -1.0 and miR122 inh 2.6.
For CC1=C(C(=O)N2CCCCCC2)CC(CC(=O)NCc2cccs2)C(=O)N1CCC1=CCCCC1 (stereo not drawn) the results were ERAP1 HTS inh 0.2, DENV2 CPE inconclusive, CASP6 VEID inh 0.8, ERp5 block 0.3 and CFTR F508del cor 1.0.
C[C@@H]1CCCCO[C@@H](CN(C)Cc2ccc3c(c2)OCO3)[C@@H](C)CN([C@@H](C)CO)C(=O)c2cc(NC(=O)CCC(F)(F)F)ccc2O1 was read as ERAP1 HTS inh -0.3, DENV2 CPE -10.6, CASP6 VEID inh 2.3, ERp5 block -0.7, CFTR F508del cor -0.7, SIRT5 inh -2.2 and miR122 inh 8.9[16.7 µM].
For COc1ccccc1-c1ccc2c(c1)O[C@@H](CN(C)C(=O)c1ccccc1)[C@H](C)CN([C@@H](C)CO)S2(=O)=O the results were ERAP1 HTS inh 0.6, DENV2 CPE -5.2, CASP6 VEID inh -0.2, ERp5 block -6.1, SIRT5 inh -7.0 and miR122 inh 0.1[16.7 µM].
For CC(NC(=O)COC(=O)C1=NN(c2ccccc2)C(=O)CC1)c1ccccc1 (stereo not drawn) the results were ERAP1 HTS inh -7.8, DENV2 CPE -5.1, CASP6 VEID inh 4.9, ERp5 block -1.1, CFTR F508del cor -4.0 and SIRT5 inh 2.7.
`O=S(=O)(/N=C(/NNS(=O)(=O)c1ccccc1)c1ccccc1)c1ccccc1` gave ERAP1 HTS inh 1.7, CASP6 VEID inh 2.0, ERp5 block 3.9, CFTR F508del cor -1.5 and SIRT5 inh 1.3.
`CCN1[C@@H]2Cn3c(ccc(C4=CCCCC4)c3=O)[C@H]1[C@@H](C(=O)N1CCOCC1)[C@@H]2CO` gave ERAP1 HTS inh 1.1, DENV2 CPE -3.7, CASP6 VEID inh 0.7, ERp5 block -1.0 and SIRT5 inh -16.7.
Screening O=C(/C=C/c1ccccc1)CC(O)(c1ccccc1)C(F)(F)C(F)F (stereo not drawn) returned ERAP1 HTS inh 4.2, DENV2 CPE 2.3, CASP6 VEID inh 2.3, ERp5 block 1.7, CFTR F508del cor 2.9, SIRT5 inh -0.2 and miR122 inh 8.5.
CCN(CC)CCCN(Cc1cc2cc3c(cc2[nH]c1=O)OCO3)C(=S)Nc1ccccc1OC was read as ERAP1 HTS inh 1.0, DENV2 CPE 2.6, CASP6 VEID inh 0.4, ERp5 block 5.1, CFTR F508del cor -0.5, SIRT5 inh -2.8 and miR122 inh -4.3.
Screening C[C@@H]1CCCCO[C@H](CN(C)S(=O)(=O)c2cn(C)cn2)[C@H](C)CN([C@@H](C)CO)C(=O)c2cc(NC(=O)Cc3ccccc3)ccc2O1 returned DENV2 CPE -6.5, CFTR F508del cor -0.5 and miR122 inh -1.9[16.7 µM].
Screening CCC(C)OC(=O)C1=C(C)NC(=O)NC1c1ccc(F)cc1 (stereo not drawn) returned ERAP1 HTS inh -0.2, DENV2 CPE 2.5, CASP6 VEID inh -1.0, ERp5 block 6.8, CFTR F508del cor -1.1 and SIRT5 inh -5.8.
`COc1ccccc1NS(=O)(=O)c1cccc(NC(=O)NCCCl)c1` gave ERAP1 HTS inh -3.6, DENV2 CPE 7.1, CASP6 VEID inh -3.7, ERp5 block -9.9, CFTR F508del cor 1.5 and SIRT5 inh 0.5.
CCOc1ccc(NC(=O)CCS(=O)(=O)c2ccc(Br)cc2)cc1 was read as ERAP1 HTS inh 0.6, DENV2 CPE -0.2, CASP6 VEID inh 65.6*, ERp5 block -2.7, CFTR F508del cor -0.3, SIRT5 inh -3.6 and miR122 inh 4.5.
Screening COc1ccc(N=Nc2cc(OC)c(N)cc2OC)cc1 returned ERAP1 HTS inh -5.4, DENV2 CPE -1.3, CASP6 VEID inh 1.1, ERp5 block -12.9, CFTR F508del cor 2.2, SIRT5 inh -0.7 and miR122 inh -2.2.
`CNC(=O)[C@H]1O[C@@H](n2cnc3c(NCc4cccc(I)c4)nc(Cl)nc32)[C@H](O)[C@@H]1O` gave ERAP1 HTS inh -2.9, DENV2 CPE 3.4, CASP6 VEID inh 0.4, ERp5 block 1.1, CFTR F508del cor -2.1, SIRT5 inh -4.4 and miR122 inh -0.5.
COc1ccc(-c2oc3cc(O)c(OC)c(O)c3c(=O)c2OC)cc1 was read as DENV2 CPE -1.6, CASP6 VEID inh 1.5, ERp5 block 5.0, CFTR F508del cor 2.7 and miR122 inh 12.3.
`CCSCCc1nnc(NC(=O)Nc2cccc(C(F)(F)F)c2)s1` gave ERAP1 HTS inh 2.6, DENV2 CPE -1.5, CASP6 VEID inh -2.4, ERp5 block -1.0 and SIRT5 inh 1.9.
Screening COc1ccc(S(=O)(=O)N2CCCCN3[C@H](CO)[C@@H](c4ccc(C5=CCCC5)cc4)[C@@H]3C2)cc1 returned ERAP1 HTS inh -0.9, DENV2 CPE -10.8, CASP6 VEID inh -1.2, ERp5 block 6.9, CFTR F508del cor -2.9, SIRT5 inh 1.3 and miR122 inh -9.4[16.7 µM].
`COc1ccc(C)cc1Nc1n[n+](C)c(-c2c3ccccc3cc3ccccc23)s1` gave ERAP1 HTS inh 3.3, DENV2 CPE 14.7, CASP6 VEID inh 0.2, ERp5 block -3.1, CFTR F508del cor -2.0 and miR122 inh 10.0.
`CN(C)c1ccc(/C=C/C(=O)c2cc(Cl)ccc2O)cc1` gave ERAP1 HTS inh -1.6, DENV2 CPE -2.9, CASP6 VEID inh -0.3, ERp5 block -1.5, CFTR F508del cor -0.2 and SIRT5 inh 9.8.
`O=C(Nc1cccc([N+](=O)[O-])c1)Nc1ccc(Cl)cn1` gave ERAP1 HTS inh 3.7, DENV2 CPE 8.6, CASP6 VEID inh -1.6, ERp5 block 3.1, CFTR F508del cor -0.8 and SIRT5 inh -1.7.
Screening CCCc1nn(C)c(C(N)=O)c1[N+](=O)[O-] returned ERAP1 HTS inh -6.5, DENV2 CPE -4.6, CASP6 VEID inh 3.7, ERp5 block 6.1 and SIRT5 inh -1.2.
Screening CCCC(=O)Nc1nc(C)c(-c2csc(Nc3cc(OC)ccc3OC)n2)s1 returned ERAP1 HTS inh -0.7, DENV2 CPE -8.6, ERp5 block -8.1, CFTR F508del cor 3.2 and miR122 inh -8.1.
`C[C@@H]1CN([C@H](C)CO)C(=O)c2cc(C#CC3CCCCC3)cnc2O[C@@H]1CN(C)C(=O)Cc1ccccn1` gave ERAP1 HTS inh -0.3, DENV2 CPE -7.4, CASP6 VEID inh -2.1, ERp5 block -0.2, CFTR F508del cor -2.9, SIRT5 inh -2.1 and miR122 inh -5.0[16.7 µM].
For COc1cc(O)sc1C=Nc1ccc(Cl)cc1 the results were ERAP1 HTS inh 8.9, DENV2 CPE 3.1, CASP6 VEID inh 3.1, ERp5 block 3.4, SIRT5 inh -4.0 and miR122 inh 5.8.
For C[C@H](O)C#Cc1ccc([C@@H]2[C@H](CO)N3CCCCN(S(=O)(=O)c4ccccc4)C[C@@H]23)cc1 the results were ERAP1 HTS inh -2.0, DENV2 CPE -3.4, CASP6 VEID inh -3.2, ERp5 block 0.1, CFTR F508del cor 1.9, SIRT5 inh -3.5 and miR122 inh -11.1[16.7 µM].
`Cc1cc(C)c2sc(N(CCCN(C)C)C(=O)c3ccc(Br)s3)nc2c1` gave DENV2 CPE 1.1, CASP6 VEID inh -6.3, ERp5 block -4.5, CFTR F508del cor 0.7, SIRT5 inh 0.2 and miR122 inh -13.0.
COc1ccc(NC(=O)CN(c2ccc(F)cc2)S(=O)(=O)c2ccccc2)c(OC)c1 was read as ERAP1 HTS inh -3.2, DENV2 CPE -3.5, CASP6 VEID inh 2.5, ERp5 block -5.1, CFTR F508del cor -0.1, SIRT5 inh -4.2 and miR122 inh -2.5.
Screening O=C(C[C@H]1CC[C@H](NC(=O)Nc2ccccc2F)[C@@H](CO)O1)NCc1ccc(F)cc1 returned ERAP1 HTS inh -3.4, DENV2 CPE -1.6, CASP6 VEID inh 1.3, ERp5 block 2.6, CFTR F508del cor 0.2 and SIRT5 inh 2.2.
`COc1cccc(/C=N/NC(=O)c2c(C)nc3ccc(Cl)cn23)c1OC` gave ERAP1 HTS inh 1.7, DENV2 CPE 2.6, CASP6 VEID inh 0.9, ERp5 block 2.0, CFTR F508del cor -0.6, SIRT5 inh -2.2 and miR122 inh -10.9.
For COc1ccc(CNC(=O)Cn2ccc(N)nc2=O)cc1 the results were ERAP1 HTS inh -1.4, DENV2 CPE -1.7, ERp5 block -0.6, CFTR F508del cor -3.6 and miR122 inh -0.5.
For O=C(N/N=C/c1ccccn1)c1ccccc1 the results were ERAP1 HTS inh -0.2, DENV2 CPE 1.8, CASP6 VEID inh 0.3, ERp5 block -0.4, CFTR F508del cor 6.9, SIRT5 inh 3.7 and miR122 inh 2.1.
For COc1ccc(/C=C/C(=O)NCCN=C2NS(=O)(=O)c3ccccc32)cc1 the results were ERAP1 HTS inh -4.6, DENV2 CPE -1.5, CASP6 VEID inh 4.2, ERp5 block 1.2, CFTR F508del cor -0.9, SIRT5 inh -1.7 and miR122 inh -6.0.
`O=C(C[C@H]1CC[C@@H]2[C@H](COC[C@@H](O)CN2C(=O)c2ccncc2)O1)NC1CCC1` gave ERAP1 HTS inh 1.5, DENV2 CPE -3.8, CASP6 VEID inh -0.2, ERp5 block -2.2, CFTR F508del cor -2.1, SIRT5 inh -2.0 and miR122 inh -4.2[16.7 µM].
Screening CCC(=C(c1ccc(OC)cc1)c1ccc(OC)cc1)c1cn(CC(O)CN(CCO)CCO)c2ccccc12 (stereo not drawn) returned DENV2 CPE -3.5, CASP6 VEID inh -0.7, ERp5 block 8.2, CFTR F508del cor -3.7 and miR122 inh -3.3.

Screening results: PubChem BioAssay, Broad Institute
